# KCNQ2 inh – KCNQ2 channel blockers in CHO-K1 cells – cell-based, FluxOR thallium flux, B-score, primary screen (AID 2156); O88943; 20 min; hits give low values; B-score at 10 µM; 310,000 tested, 1.1% active;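 active = fluorescence ratio B-score at most minus 3 library SDs, with starting brightness B-score within 2 library SDs, cut at about -5.5 in these data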
# Target sequence (O88943 whole entry, looked up): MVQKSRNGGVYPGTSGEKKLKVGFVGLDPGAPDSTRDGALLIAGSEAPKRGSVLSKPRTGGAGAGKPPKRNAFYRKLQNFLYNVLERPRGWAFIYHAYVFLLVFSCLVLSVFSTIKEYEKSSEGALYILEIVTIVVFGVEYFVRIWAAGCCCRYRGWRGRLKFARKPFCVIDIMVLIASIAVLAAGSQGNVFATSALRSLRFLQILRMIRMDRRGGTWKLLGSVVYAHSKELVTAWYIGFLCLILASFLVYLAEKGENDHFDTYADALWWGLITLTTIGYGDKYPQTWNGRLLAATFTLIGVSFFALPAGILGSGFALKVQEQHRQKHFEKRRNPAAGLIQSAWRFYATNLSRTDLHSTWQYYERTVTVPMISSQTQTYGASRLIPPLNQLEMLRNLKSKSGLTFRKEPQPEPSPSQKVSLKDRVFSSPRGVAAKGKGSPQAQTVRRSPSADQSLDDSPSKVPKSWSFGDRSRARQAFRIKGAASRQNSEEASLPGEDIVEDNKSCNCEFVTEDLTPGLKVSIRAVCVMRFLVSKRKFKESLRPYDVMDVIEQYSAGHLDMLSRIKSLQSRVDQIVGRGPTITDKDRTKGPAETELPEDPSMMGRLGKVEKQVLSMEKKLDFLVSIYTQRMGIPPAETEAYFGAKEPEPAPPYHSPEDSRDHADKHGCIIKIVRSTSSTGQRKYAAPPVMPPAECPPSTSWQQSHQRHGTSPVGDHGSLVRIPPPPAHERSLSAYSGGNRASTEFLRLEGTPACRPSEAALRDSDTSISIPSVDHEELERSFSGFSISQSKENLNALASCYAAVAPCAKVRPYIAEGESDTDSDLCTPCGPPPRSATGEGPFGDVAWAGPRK
# Kir21 inh – Kir2.1 (mouse) channel inhibition; P35561; 310,000 tested, 0.85% active; B-score at 10 µM; HEK293-Kir2.1, FluxOR thallium flux fluorescence; hits give low values;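 active = fluorescence ratio B-score at or below minus 3 SD of library scores, with starting-brightness B-score within 2 SD, cut at about -4.2 in these data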;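 note: channel flux triggered by added potassium and thallium sulfate stimulus; B-score of peak minus minimum fluorescence over baseline after thallium stimulus; more negative B-score means stronger Kir2.1 block with less thallium influx; some compounds called inactive have numbers as strong as hits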
# Active calls of the source: *; i = inactive.
SMILES,KCNQ2 inh,Kir21 inh
CC(=O)c1ccc(NC(=O)c2sc3nc4n(c(=O)c3c2C)CCCCC4)cc1,i,0.04
CCC1CCC/C1=N\NC(=O)c1cc(C)[nH]n1 (stereo unspecified),i,1.43
Cc1cccc(CC(=O)NC2CCCCCC2)c1,i,-0.48
CCc1nc(SCC(=O)NCCc2ccccc2)c2c(=O)n(C)c(=O)n(C)c2n1,i,1.16
CC1=NN(C(=O)c2ccccc2)C(O)(c2ccc(Br)cc2)C1 (stereo unspecified),i,3.8
Cc1ccc(-c2c3c(=O)n(C)c(=O)n(C)c3cn2CCCN2CCOCC2)cc1,i,-0.19
Cn1ncc(N=Cc2c(O)ccc3ccccc23)c1C(=O)N1CCOCC1,i,-0.46
CCc1nc(N2CCCCC2C(=O)O)c2oc3ccccc3c2n1 (stereo unspecified),i,-0.11
CSc1nc(-c2ccc(N(C)C)cc2)c(C#N)c(=O)n1C,i,0.8
CCOCCCNC(=O)CCc1ccc(-n2cnc3cccnc32)cc1,i,0.36
COc1ccc(C(=O)N/N=C/c2ccc(OC(=O)c3cccs3)cc2)cc1,i,0.95
c1ccc(Cn2nnnc2CN2CCCC2)cc1,i,0.44
N/C(=N\OC(=O)c1cccc2ccccc12)c1ccc(Br)cc1,-5.61*,0.11
Cc1nc2cc3nc(C(F)(F)F)[nH]c3cc2[nH]1,i,-0.03
OC(COc1cccc2ccccc12)CN1CCN(c2ccc(Cl)cc2)CC1 (stereo unspecified),i,0.64
CCOc1ccccc1N(CC(=O)NC1CCCCC1)C(=O)CNC(=O)c1ccco1,i,0.04
Cc1ccc(S(=O)(=O)Nc2cccc3c2CCCC3)cc1,i,-1.41
Cc1c(O)ccc2c(CN3CCN(Cc4ccccc4)CC3)cc(=O)oc12,i,-0.17
S=c1nc2ccccc2c2nc(-c3ccccc3Cl)[nH]n12,i,-0.01
COc1ccc(CCNCC(O)Cn2ccc3ccccc32)cc1OC (stereo unspecified),i,-0.09
CCOC(=O)c1sc(NC(=O)/C=C/c2cnn(C)c2C)c(C(=O)OC(C)C)c1C,i,-0.41
COc1ccc(CCN2C(=O)C3C(C2=O)C2C=CC3C23CC3)cc1OC (stereo unspecified),i,-1.68
Cc1cc(C)n(-c2n[nH]c(=O)c3ccccc23)n1,i,0.51
CCOC(=O)CCN(c1ccccc1)S(=O)(=O)c1ccc(-c2ccc(=O)[nH]n2)s1,i,-0.3
N#Cc1ccc(Oc2ccc(S(=O)(=O)N3CCOCC3)cn2)cc1,i,0.47
O=C(Cc1ncc(C(F)(F)F)cc1Cl)N1CCN(c2cccc(Cl)c2)CC1,i,-0.31
Cc1ccc(-c2ccccc2)n1-c1cccc(C(=O)O)c1,i,-0.99
CCOc1ccc(C(C)=O)cc1COc1ccc(-c2nnco2)cc1,i,-0.94
Cc1ccc(F)cc1NCC(=O)Nc1ccc(Br)cc1,i,-0.19
CN(Cc1nccn1C)C(=O)CCc1nnc(CCC2CCCCC2)o1,i,-0.09

# With a hit mark in KCNQ2 inh, among the entries above:
SMILES,KCNQ2 inh,Kir21 inh
N/C(=N\OC(=O)c1cccc2ccccc12)c1ccc(Br)cc1,-5.61*,0.11

# The list continues:
SMILES,KCNQ2 inh,Kir21 inh
C=CCc1cccc(/C=N/NC(=O)C(=O)Nc2ccc(C)cc2)c1O,i,-1.69
Cc1ccc(CCNC(=O)CN(C)S(=O)(=O)c2ccc3c(c2)c(=O)n(C)c(=O)n3C)cc1,i,0.2
CCN1/C(=C/C(C)=O)Sc2ccc(OC)cc21,i,-1.57
CS(=O)(=O)N1CCN=C1SCc1ccc(Br)cc1,i,-1.93
CCCCCCCCNC(=O)/C(C#N)=C/c1ccccc1[N+](=O)[O-],i,-3.21
O=C(CS(=O)(=O)c1cccc(Cl)c1)Nc1ccccc1Cl,i,1.92
CCN(CC(=O)NCc1cccs1)C(=O)c1cccc(S(=O)(=O)Nc2ccc(C)cc2)c1,i,-1.24
Cc1cc(NC(=O)CSc2nncc(=O)n2N)no1,i,0.85
CC1CCCCC1n1c(-c2cccnc2)n[nH]c1=S (stereo unspecified),i,-0.25
CCOC(=O)C1(CC2CCCCO2)CCN(Cc2nccn2-c2ccc(OC)cc2)CC1 (stereo unspecified),i,1.06
COc1ccccc1CNC(=O)c1nn(C)c2c1CS(=O)(=O)c1ccccc1-2,i,-1.29
CC(Sc1ccccc1)C(=O)Nc1ccc(S(=O)(=O)N2CCOCC2)cc1 (stereo unspecified),i,1.6
C=CCNc1nc(Nc2cc(Cl)ccc2OC)nc(OC)n1,i,2.55
CCOC(=O)C1CCN(C(=O)Cc2ccccc2OC)CC1,i,-1.21
CCOC(=O)c1ccc(S(=O)(=O)N2CCN(C(=O)CSc3nc4ccccc4o3)CC2)cc1,i,-0.33
Cc1ccccc1-n1cc(CNCc2c(C(=O)N(C)C)nc3ccc(Cl)cn23)cn1,i,-1.64
CC(C)CCNC(=O)c1cccnc1Sc1ccccc1,i,-0.78
O=C(Nc1ccc(Cl)cc1Cl)Nn1cnnc1,i,0.04
COc1cccc(-c2nnc(NC(=O)c3cccc(F)c3)o2)c1,i,-0.64
O=C(COc1ccc2ccc(=O)oc2c1)NC(Cc1ccc(Cl)cc1)C(=O)O (stereo unspecified),i,0.42
COc1ccc(OC)c(NC(=O)c2ccccc2NC(=O)c2ccco2)c1,i,1.27
COc1cnc(-c2ccccn2)nc1NC(C)C,i,0.1
COc1ccc(OC)c(-c2csc(NC(=O)CSc3ccc([N+](=O)[O-])cc3)n2)c1,i,0.57
CCCOc1ccc(C2NC(=S)NC(C)=C2C(=O)c2ccccc2)cc1OC (stereo unspecified),i,-0.05
O=[N+]([O-])c1ccc(-c2cnc3ccccc3n2)cc1,i,-0.29
CCS(=O)(=O)N1Cc2ccccc2CC1C(=O)N(C)Cc1ccc(OC)c(F)c1 (stereo unspecified),i,1.19
Cc1nc(SCC(=O)N2CCc3ccccc3C2)c2c(C)c(C)sc2n1,i,-0.54
COCCNS(=O)(=O)c1ccc2c(c1)C(=NO)c1cc(S(=O)(=O)NCCOC)ccc1-2,i,-0.78
COc1ccc(-c2ccc(CCC(=O)O)n2-c2ccc(O)cc2)cc1,i,0.02
COc1cccc(-c2nnc(SCC(=O)OC(C)C)n2N)c1,i,0.01
COc1ccc(OC)c(/C=N/NC(=O)c2ccc(N(C)S(=O)(=O)c3ccccc3)cc2)c1,i,0.79
CC(=O)Nc1ccc(/C=C/c2ccc3c([N+](=O)[O-])cccc3n2)cc1,i,-0.35
COc1ccc(S(=O)(=O)c2c(O)c3ccc(C(=O)Nc4ccccc4F)cc3[nH]c2=O)cc1,i,-1.52
CC1=CC(C)(C)N(C(=O)CSc2nccn2C)c2cc(C)ccc21,i,-1.46
Cc1c(C(=O)Nc2ccc(S(=O)(=O)N(C)C3CCN(C)CC3)cc2)oc2c(Cl)cccc12,i,-4.97*
CC1CCCCN1S(=O)(=O)c1ccc2c(c1)CCN2C(=O)C1CCC1 (stereo unspecified),i,-0.84
O=C(Cc1ccc(F)cc1)NC1CCCC1,i,-1.91
COC(=O)CNC(=O)c1cn(-c2ccc(C)c(C)c2)c(=O)c2ccccc12,i,0.14
Cc1ccc(Nc2c(-c3ccc(N4CCOCC4)cc3)nc3ncccn23)cc1,i,-0.56
CCc1ccc(N(CC(=O)NC2CCCC2)S(=O)(=O)c2c(C)noc2C)cc1,i,2.09
CCN(CC)CCSc1nc(O)c(Cc2ccccc2)c(=O)n1-c1ccccc1,i,-0.38
S=C(NC1CCCCC1)NN1CCOCC1,i,1.33
Cc1c(C(=O)N2CCN(c3ccc(F)cc3)CC2)sc2ncnc(N3CCN(c4ccccn4)CC3)c12,i,0.95
COc1ccccc1C1OC2=C(Nc3ccc([N+](=O)[O-])cc3N2)C1=O (stereo unspecified),i,-1.54
CCOc1ccc(NC(=O)CSc2nnc(-c3ccccc3)n2N)cc1,i,-1.42
Cc1ccc(N(C)/N=C/c2ccc(Cl)cc2Cl)nn1,i,0.57
Cc1cc(C)c(C)c(S(=O)(=O)N2CCN(C(=O)C3CSC4(C)CCC(=O)N34)CC2)c1C (stereo unspecified),i,0.03
CCCCCCSc1cccc(-c2nc3cc(C)ccn3c2NCc2ccccc2)c1,i,0.01
C/C=C(/C)C(=O)Nc1cccc(C2=NOC3(C2)C[C@H](C(N)=O)N(C(=O)Cc2ccc([N+](=O)[O-])cc2)C3)c1 (stereo partly specified),i,0.98
NS(=O)(=O)c1ccc(NC(=O)CSc2nnc(-c3ccc(O)cc3)o2)cc1,i,-0.12
CC(=O)Nc1cccc(-c2cn3ccc(C)cc3n2)c1,i,0.82
COCCCNC(=S)NNC(=O)c1ccc(C(C)(C)C)cc1,i,0.98
O=C(CSc1nnc(CNC(=O)c2ccc(F)cc2)o1)c1ccccc1,i,-0.98
O=S(=O)(NCc1cccnc1)c1cccc2cccnc12,i,0.71
Cc1cccc2cc(CN(CCN(C)C)C(=S)NCc3ccco3)c(=O)[nH]c12,i,-2.61
CC(=O)C1=C(O)C(=O)N(c2ccc(S(N)(=O)=O)cc2)C1c1ccc([N+](=O)[O-])cc1 (stereo unspecified),i,0.03
O=C(/C=C/c1c(F)cccc1Cl)Nc1ccc(S(=O)(=O)Nc2ncccn2)cc1,i,1.21
COc1ccc(C(=O)C[n+]2ccc(N)c(C)c2C)cc1,i,1.57
Cc1cc(N2CCN(C(=O)c3ccco3)CC2)n2nc(C)c(-c3ccccc3)c2n1,i,-1.39
CSc1ncc(Cl)c(C(=O)Nc2ccccc2Cl)n1,i,0.9

# In another format: four of the compounds above.
CCCCCCSc1cccc(-c2nc3cc(C)ccn3c2NCc2ccccc2)c1
  KCNQ2 inh = i
  Kir21 inh = 0.01

COc1ccc(C(=O)C[n+]2ccc(N)c(C)c2C)cc1
  KCNQ2 inh = i
  Kir21 inh = 1.57

Cc1ccc(N(C)/N=C/c2ccc(Cl)cc2Cl)nn1
  KCNQ2 inh = i
  Kir21 inh = 0.57

Cc1cc(C)c(C)c(S(=O)(=O)N2CCN(C(=O)C3CSC4(C)CCC(=O)N34)CC2)c1C (stereo unspecified)
  KCNQ2 inh = i
  Kir21 inh = 0.03

# Following part
SMILES,KCNQ2 inh,Kir21 inh
CN(C)S(=O)(=O)c1ccc(Nc2nc(C3CC3)nc3c2nnn3Cc2ccccc2Cl)cc1,i,2.35
COc1ccccc1C(=O)NC1CCSc2ccccc21 (stereo unspecified),i,0.1
Nn1c(SCC(=O)Nc2ccc(OC(F)F)cc2)nnc(Cc2ccccc2)c1=O,i,0.19
CC1=C(C(=O)OCc2ccc(C)cc2)C(c2ccc(O)c([N+](=O)[O-])c2)NC(=O)N1 (stereo unspecified),i,0.65
CS(=O)(=O)N1CCN(C(=O)c2cc3ccccc3oc2=O)CC1,i,0.94
CCOC(=O)N1CCN(C(=O)c2ccc(CS(=O)Cc3ccccc3Cl)o2)CC1 (stereo unspecified),i,0.57
COC(=O)/C(=C\c1cccnc1)NC(=O)c1ccc(OCc2ccccc2)cc1,i,0.02
c1ccc(CCc2nc(-c3ccccn3)no2)cc1,i,-0.91
Cc1nc2sc(C(c3cccc(F)c3)N3CCN(C(=O)c4ccco4)CC3)c(O)n2n1 (stereo unspecified),i,-0.41
O=C(Oc1cccc(C(=S)N2CCCCC2)c1)c1ccccc1,i,-0.37
COCCNC(=O)Cc1cn(C)c2ccccc12,i,1.93
COc1ccc(NC(=S)N2CCC(c3nc4ccccc4o3)CC2)c(OC)c1,i,0
CCN1C(=O)[C@H]2[C@@H](c3ccc(C)cc3)N3C(=O)N(c4ccc(C)cc4)C(=O)[C@@]3(CC)[C@H]2C1=O,i,-0.01
COc1ccc(/C=N/Nc2cc(N3CCOCC3)nc(C)n2)c(OC)c1,i,-0.72
Cc1ccc(Cl)cc1N1CCN(S(=O)(=O)c2ccc3c(c2)NC(=O)C(C)C(=O)N3)CC1 (stereo unspecified),i,0.18

# An excerpt from above in order of length of the SMILES, ascending:
SMILES,KCNQ2 inh,Kir21 inh
COc1ccccc1C(=O)NC1CCSc2ccccc21 (stereo unspecified),i,0.1
CS(=O)(=O)N1CCN(C(=O)c2cc3ccccc3oc2=O)CC1,i,0.94
Nn1c(SCC(=O)Nc2ccc(OC(F)F)cc2)nnc(Cc2ccccc2)c1=O,i,0.19
CCOC(=O)N1CCN(C(=O)c2ccc(CS(=O)Cc3ccccc3Cl)o2)CC1 (stereo unspecified),i,0.57
Cc1nc2sc(C(c3cccc(F)c3)N3CCN(C(=O)c4ccco4)CC3)c(O)n2n1 (stereo unspecified),i,-0.41

# (continued)
SMILES,KCNQ2 inh,Kir21 inh
CCN1CCN(c2ccc(S(=O)(=O)N3CCCCC3)cc2NC(=O)CC(NC(C)=O)c2ccccc2)CC1 (stereo unspecified),i,1.53
S=C1NC(c2ccccc2)=CC(c2ccccc2)N1 (stereo unspecified),i,-0.01
Cc1c(C(=O)O)sc2nc3n(c(=O)c12)CCC(C)CC3 (stereo unspecified),i,-0.92
CN(c1cccc(NC(=O)c2ccc(CN3CCc4ccccc4C3)cc2)c1)S(C)(=O)=O,i,-2.67
CCCN1CCN(CCCNC(=O)c2ccc3nc(N4CCC(C)CC4)sc3c2)CC1,i,-0.75
CCOC(=O)C1CCCN(C(=O)c2ccc3nc(-c4cccc(OC)c4)oc3c2)C1 (stereo unspecified),i,-0.84
Cc1ccc(NC(=O)c2cc3ccccc3o2)nc1,i,-1.11
COc1ccccc1C(c1nnnn1Cc1ccccc1)N1CCN(C2CCCC2)CC1 (stereo unspecified),i,-1.1
COc1ccc(-c2noc(CCC(=O)NCc3cccnc3)n2)cc1OC,i,0.97
CC(Oc1cc2oc(=O)c3c(c2cc1Cl)CCC3)C(=O)NCCN1CCOCC1 (stereo unspecified),i,-0.03
N#CCC(=O)Nc1ccc(C(=O)OCC(=O)N(Cc2ccccc2)C2CCS(=O)(=O)C2)cc1 (stereo unspecified),i,-0.14
Cc1ccc(C)c(N2N=C(C(=O)O)CCC2=O)c1,i,1.24
COc1ccccc1CCNC(=O)Cc1cccs1,i,1.43
